Screening results from PubChem BioAssay.
PLCb3 inh: human PLC-beta3 inhibitors, primary screen, biochemical, fluorescence | 1-phosphatidylinositol 4,5-bisphosphate phosphodiesterase beta-3 (Homo sapiens), Q01970 | Purified PLC-beta3, fluorogenic substrate | inhibition, % at 12.2 µM | actives 0.18% (n = 370,000) | AID 720704, 2013; in the data active = inhibition above about 11%;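 also: 0% = median of compound wells on plate and 100% = full blocker control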
SMARCA2 activ: SMARCA2 (BRM) function activators, primary screen, cell-based, luminescence, high throughput; MG213 cells, MMTV-luciferase reporter, dexamethasone, overnight; activation, % at 9.1 µM; actives 1% (n = 370,000); AID 652017, 2013; in the data active = activation above about 7.8%;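 also: 0% = vehicle wells and 100% = reference activator wells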
DAX1 inh-1: DAX1 (NR0B1) inhibitors, primary screen, cell-based, HEK293, Gal4-DAX1, luciferase luminescence. Nuclear receptor subfamily 0 group B member 1 (Homo sapiens), P51843. HEK293 Gal4-DAX1 luciferase reporter. inhibition, % at 6.75 µM. actives 0.99% (n = 340,000). AID 504766, 2011;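 active = inhibition above the mean over all tested compounds plus 3 SD, cut at about 4.2% in these data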;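 also: 0% = DAX1-transfected cells with DMSO and 100% = empty-vector control cells with DMSO; inhibition shows as a rise in luminescence from relieved DAX1 repression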
hcDAF12 agonist: H. contortus DAF-12 nuclear receptor activators, primary screen, cell-based, luminescence, HEK293, lit1-tk-luc reporter | actives 1.4% (n = 370,000) | activation, % at 6.8 µM | HEK293 hcDAF-12 lit1-tk-luc reporter; 0% DMSO, 100% Δ7-dafachronic acid;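 active = activation above the mean of all tested compounds plus 3 SD, cut at about 5.5% in these data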;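 also: 100% = response to 3 µM Δ7-dafachronic acid high control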
DAX1 inh-2: DAX1 (NR0B1) inhibitors on StAR promoter, primary screen, cell-based, luminescence, SF-1 (NR5A1), full-length DAX-1; inhibition, % at 6.8 µM; actives 1.1% (n = 370,000); AID 652010, 2013; HEK293T StAR-luciferase reporter, SF-1/DAX-1 repression relief;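 active = inhibition above the mean over all tested compounds plus 3 SD, cut at about 3.6% in these data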;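 also: 0% = DAX-1 cells with DMSO and 100% = cells lacking DAX-1 with DMSO; higher inhibition means more luminescence from relief of DAX-1 repression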
hgDAF-12 ag: H. glycines DAF-12 receptor agonists, primary screen, cell-based, luminescence, HEK293, GAL4 fusion, UAS-luciferase; actives 1.8% (n = 370,000); HEK293 GAL4-hgDAF12 UAS-luciferase reporter, agonist luminescence; normalized to butyrate control; activation, % at 6.8 µM; AID 687014, 2013;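 active = activation above a cutoff set at the mean of all screened compounds plus 3 SD, cut at about 10% in these data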;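 also: 0% = DMSO wells and 100% = sodium butyrate wells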
MBD2 DNA inh: inhibitors of MBD2 binding to methylated DNA, primary screen, biochemical, TR-FRET, DNA-binding domain, human; Methyl-CpG-binding domain protein 2 (Homo sapiens), Q9UBB5; MBD2 binding to methylated oligonucleotide; inhibition, % at 4.4 µM; actives 0.31% (n = 370,000); AID 686964, 2013; in the data active = inhibition above about 13%
Target sequence (Q9UBB5 whole entry, looked up, the tested form may be a part): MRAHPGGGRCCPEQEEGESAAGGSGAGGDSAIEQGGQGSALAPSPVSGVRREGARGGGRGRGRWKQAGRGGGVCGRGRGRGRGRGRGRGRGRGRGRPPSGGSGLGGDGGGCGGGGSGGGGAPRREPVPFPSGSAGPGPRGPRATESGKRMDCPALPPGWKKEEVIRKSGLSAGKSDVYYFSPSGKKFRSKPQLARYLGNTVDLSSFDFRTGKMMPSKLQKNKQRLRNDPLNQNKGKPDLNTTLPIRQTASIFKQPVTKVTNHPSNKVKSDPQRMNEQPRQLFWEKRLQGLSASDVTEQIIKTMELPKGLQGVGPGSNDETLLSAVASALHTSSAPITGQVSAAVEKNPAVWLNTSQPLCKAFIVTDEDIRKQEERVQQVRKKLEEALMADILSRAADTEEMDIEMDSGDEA
ADAM17 inh: ADAM17 inhibitors, primary screen, biochemical, QFRET. recombinant ADAM17, EDANS/DABCYL FRET peptide cleavage. inhibition, % at 6.95 µM. actives 0.83% (n = 370,000). AID 720648, 2013;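 active = inhibition above the mean of compounds lying between control limits plus 3 SD, set per campaign, cut at about 8.5% in these data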;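 also: 0% = DMSO-only wells as the low control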
NR1D1 modulator: modulators of Rev-erb alpha DNA binding, primary screen, biochemical, FITC-DNA, fluorescence polarization, uHTS. actives 0.79% (n = 370,000). activity, % at 10 µM. AID 1259318, 2017. Rev-erbα–FITC-DNA binding, 90 min. Nuclear receptor subfamily 1 group D member 1 (Homo sapiens), P20393;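 active = activity above about 14%, limit read from the data; passing the limit was not always enough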;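 also: 0% = DMSO wells with 35 nM protein and 100% = DMSO wells with 750 nM protein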
Target sequence (P20393 whole entry, looked up): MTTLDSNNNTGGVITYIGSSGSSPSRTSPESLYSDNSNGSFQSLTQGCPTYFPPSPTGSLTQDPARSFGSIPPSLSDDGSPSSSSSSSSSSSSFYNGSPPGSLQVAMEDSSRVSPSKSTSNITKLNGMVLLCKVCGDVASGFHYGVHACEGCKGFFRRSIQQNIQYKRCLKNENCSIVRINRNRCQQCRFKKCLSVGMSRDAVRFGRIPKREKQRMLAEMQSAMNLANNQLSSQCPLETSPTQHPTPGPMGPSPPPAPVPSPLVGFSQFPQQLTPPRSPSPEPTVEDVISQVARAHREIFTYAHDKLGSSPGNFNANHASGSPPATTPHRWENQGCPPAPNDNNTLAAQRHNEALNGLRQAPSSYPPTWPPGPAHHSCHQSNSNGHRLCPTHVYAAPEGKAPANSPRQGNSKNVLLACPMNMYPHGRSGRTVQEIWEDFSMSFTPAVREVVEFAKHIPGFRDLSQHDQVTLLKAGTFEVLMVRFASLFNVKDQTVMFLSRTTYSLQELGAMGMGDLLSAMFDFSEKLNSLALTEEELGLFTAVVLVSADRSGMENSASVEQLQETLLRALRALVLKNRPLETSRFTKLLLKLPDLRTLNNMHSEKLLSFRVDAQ
PLCg1 inh: PLC-gamma1 enzyme inhibitors, primary screen, biochemical, fluorescence, purified enzyme | inhibition, % at 12.2 µM | actives 0.84% (n = 370,000) | fluorogenic substrate; in the data active = inhibition above about 9.5%
ssDAF12 agonist: S. stercoralis DAF-12 nuclear receptor activators, primary screen, cell-based, luminescence, HEK293, GRIP1 co-expression, lit1-tk-luc | Nuclear hormone receptor DAF-12 (Strongyloides stercoralis) | HEK293 ssDAF-12/GRIP1 lit1-tk-luc reporter; % of 3 µM dafachronic acid response | activation, % at 6.8 µM | actives 1% (n = 370,000) | AID 652126, 2013;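 active = activation above the mean over all tested compounds plus 3 SD, cut at about 0.9% in these data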;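 also: 0% = DMSO-only wells and 100% = 3 µM delta7-dafachronic acid wells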
* hit, by the source's call; . = no result given. The order is random (roughly 7.4% active in at least one column).

Start of the listing, in advance, two compounds:
no.	Structure	PLCb3 inh	SMARCA2 activ	DAX1 inh-1	hcDAF12 agonist	DAX1 inh-2	hgDAF-12 ag	MBD2 DNA inh	ADAM17 inh	NR1D1 modulator	PLCg1 inh	ssDAF12 agonist
1	CC(C)(C)NS(=O)(=O)c1ccc(NC(=O)Cc2ccccc2[N+](=O)[O-])cc1	-5	0	0.2	0.9	-0.7	-1.7	2	0	6	1	-1.1
2	Cc1ccc(-c2c[n+](CC(=O)OCc3ccccc3)c3n2CCC3)cc1	2	3	0.3	-2.5	-1.0	0.8	-2	-2	2	-1	-1.0

The list itself, from the first entry:
no.	Structure	PLCb3 inh	SMARCA2 activ	DAX1 inh-1	hcDAF12 agonist	DAX1 inh-2	hgDAF-12 ag	MBD2 DNA inh	ADAM17 inh	NR1D1 modulator	PLCg1 inh	ssDAF12 agonist
1	CC(C)(C)NS(=O)(=O)c1ccc(NC(=O)Cc2ccccc2[N+](=O)[O-])cc1	-5	0	0.2	0.9	-0.7	-1.7	2	0	6	1	-1.1
2	Cc1ccc(-c2c[n+](CC(=O)OCc3ccccc3)c3n2CCC3)cc1	2	3	0.3	-2.5	-1.0	0.8	-2	-2	2	-1	-1.0
3	COc1ccc(C2CC2/C(=N/O)c2ccccn2)cc1 (stereo not drawn)	2	0	0.7	1.0	1.8	5.0	-2	-1	-5	0	-0.4
4	Cc1ccc(S(=O)(=O)N/N=C\c2cc3c(cc2Br)OCO3)cc1	2	-3	-0.7	-2.5	-0.2	0.5	-2	2	-1	0	-1.3
5	COc1ccc(C(=O)COC(=O)c2cccs2)cc1	-2	11*	1.7	1.7	3.7*	11*	-5	-1	2	4	0.2
6	Cc1sc2ncnc(N3CCC(C(=O)NNC(=O)COc4ccccc4Cl)CC3)c2c1C	-8	-2	-3.0	-2.7	0.3	-2.0	2	0	12	5	-1.6
7	CNS(=O)(=O)c1cccc(C(=O)OCC(=O)Nc2ccc(Cl)cc2F)c1	6	6	1.6	-0.3	-0.4	-1.2	-6	-1	-2	3	-0.2
8	Cc1csc(NC(=O)c2cc(=O)[nH]c3ccccc23)n1	-24	1	1.0	-0.4	-0.3	0.9	3	-27	-6	-11	-1.5
9	CCOc1ccccc1CN1CCCC(CNS(=O)(=O)c2ccc(OC)cc2)C1 (stereo not drawn)	-4	0	0.3	1.3	1.9	0.8	3	-4	-2	1	-1.0
10	COc1ccc(C2/C(=C(/O)c3ccc(Br)cc3)C(=O)C(=O)N2C)cc1 (stereo not drawn)	-3	-3	0.8	-1.4	-0.1	0.7	3	-3	-5	-9	-1.6
11	Cc1c(F)cccc1NC(=O)CCC(=O)O	3	1	-0.5	-1.4	-0.6	-1.4	0	-1	-4	4	-1.3
12	Cc1ccccc1-c1cc(-c2ccccc2O)n[nH]1	3	-2	5.6*	11*	3.5	16*	1	11*	-3	7	1.4*
13	Cc1sc(NC(=O)C2CSC3(C)CCC(=O)N23)nc1-c1ccccc1 (stereo not drawn)	-10	-2	-1.5	-3.0	-3.1	2.4	0	2	-5	0	-1.5
14	O=C(NC12CC3CC(CC(C3)C1)C2)c1ccco1	0	-2	0.5	-1.3	0.1	2.1	-1	-2	3	-3	-0.3
15	CC(C)(C)C(=O)Nc1nnc(SCC(=O)NC2CCCCC2)s1	-5	-1	-0.2	-0.4	-0.3	-0.7	0	-3	-3	-2	-0.7
16	Cc1cc(C)n(CC(=O)NNC(=O)COc2ccc(Cl)cc2Cl)n1	-3	3	0.6	1.2	-0.9	1.4	-4	1	0	0	-0.8
17	Cc1cc(C)nc(N(C#N)Cc2cccc([N+](=O)[O-])c2)n1	0	-3	0.6	-1.4	0.1	-0.5	2	0	-1	-3	-0.6
18	CCN1C(=O)C(O)(CC(=O)c2ccccn2)c2ccccc21 (stereo not drawn)	-1	-2	0.0	0.0	-0.7	-0.5	3	-4	0	1	-1.8
19	CC1(C(=O)Nc2ccc(F)cc2F)CCN1C(=O)Cc1ccccc1 (stereo not drawn)	4	-3	.	-0.3	0.9	-4.2	-1	5	0	11*	-1.3
20	Cc1nc2ccccc2nc(C)c1=NOCc1cccc(F)c1	-8	7	0.4	3.4	2.5	14*	-2	-3	1	-2	-0.2
21	O=C(COc1ccccc1)N1c2ccccc2Sc2ccccc21	1	-2	-1.9	0.2	0.3	0.1	4	1	5	0	-1.0
22	COc1ccc(Cl)cc1NC(=O)C1CC(c2ccccc2Cl)=NO1 (stereo not drawn)	2	-1	0.1	-0.3	0.7	-0.5	-7	1	1	2	-1.0
23	COc1cccc(C(c2sc3nc(C)nn3c2O)N2CCC3(CC2)OCCO3)c1 (stereo not drawn)	1	-1	-1.3	-3.1	0.7	-2.2	-7	-3	-6	2	-0.7
24	O=C(c1ccccc1SCc1ccc(F)cc1)N1CCOCC1	-4	-1	-0.3	-2.2	-0.3	-2.9	0	-1	-1	0	-1.4
25	COc1ccc(CNc2ncc(-c3ccc(F)cc3)n2C)c2ccccc12	-3	-10	-2.8	-8.8	-2.2	-15	-2	2	-1	3	-3.5
26	COc1cccc(N2C(=O)C3CC=C(Cl)CC3C2=O)c1 (stereo not drawn)	-29	3	0.6	-1.2	0.0	0.9	-2	-6	-3	-18	-1.5
27	O=C(NNC(=S)NC1CCCCC1)c1ccccc1Br	-6	-1	-0.4	0.0	1.8	1.5	2	-5	2	-1	-1.1
28	O=C(Cc1c(O)c2ccccc2[nH]c1=O)NCc1ccc(F)cc1	-7	-2	-0.6	-1.2	-0.5	-1.1	4	-8	-1	-7	-0.7
29	CC(=O)C1=CN(Cc2ccccc2)CCC1=O	3	-5	-0.2	-0.3	-1.4	-2.7	1	1	-1	1	-1.3
30	COc1ccc(/C=C2\SC(=O)N(CC(=O)Nc3ccc(F)cc3)C2=O)cc1O	-18	-2	0.6	-1.6	-0.6	2.6	6	-13	8	-9	-0.7
31	O=C(c1ccccc1S(=O)(=O)NCc1ccccc1)N1CCCC1	0	1	0.1	-1.4	-0.8	0.3	-2	-1	0	-2	-1.2
32	COc1ccc(C(=O)NC(C)Cc2c[nH]c3ccccc23)cc1 (stereo not drawn)	3	6	3.3	0.7	0.2	9.1	0	0	6	-1	-1.2
33	Cc1c(C(=O)N2CCc3ccccc3C2)oc2ccc(S(=O)(=O)N3CC(C)CC(C)C3)cc12 (stereo not drawn)	2	-6	-0.6	0.7	-0.7	-0.2	0	7	-2	7	-1.1
34	CCOCCCN(C)C1CCN(C(=O)c2oc3ccccc3c2NC(=O)COc2cccc(C)c2)CC1	-8	-1	0.0	0.3	0.8	0.0	-3	-3	4	0	-1.1
35	COc1cccc(NC(=O)Nc2nnc([C@@H]3C[C@H](O)[C@@H](CO)O3)s2)c1	2	4	.	0.7	0.6	5.1	-3	0	-3	2	-1.3
36	Cc1c(C(=O)N2CCN(c3ccc([N+](=O)[O-])cc3)CC2)oc2ccccc12	-3	-4	-0.7	-0.2	-3.2	1.2	3	0	-8	1	-0.8
37	O=C(CCCCl)NC(=S)Nc1ccc(N2CCOCC2)cc1	-3	2	.	-1.2	1.1	5.4	-5	2	-2	1	-0.5
38	CCCCn1c(=S)[nH]c2ccccc2c1=O	-2	-1	-0.7	-1.8	-0.6	-2.6	1	-2	2	2	-1.2
39	COCC(=O)Nc1ccc([N+](=O)[O-])cc1OC	3	-4	0.0	-0.4	-0.5	-0.8	-3	0	2	2	-1.6
40	O=C(NCCO)c1cc([N+](=O)[O-])cc2c1C=Cc1ccccc1O2	-1	0	-0.3	-1.5	-1.3	-0.1	-1	3	-5	1	-2.1
41	CCCCNc1ccc2c(c1)C1CC2CCN1C(=O)OCc1ccccc1 (stereo not drawn)	-1	1	2.0	4.3	7.0*	2.9	1	-4	1	1	-0.2
42	CCS(=O)(=O)c1ccc2c(c1)N(S(=O)(=O)c1ccc(C)cc1)CC(C(=O)O)O2 (stereo not drawn)	3	0	-0.6	1.0	0.2	-2.2	0	-2	-12	0	-0.8
43	C=CCNC(=O)c1c(CSc2ccc(F)cc2)noc1C(=O)NCCC	4	0	0.7	-1.2	-0.8	-0.6	3	-2	0	-2	-1.3
44	CC(=O)c1c(C)[nH]c(C(=O)OCC(=O)N2CCN(c3ccccc3)CC2)c1C	4	0	-0.4	0.5	-0.8	0.7	-2	-3	6	0	-1.1
45	COc1ccc2c(CC(=O)N3CCc4ccccc43)coc2c1	-2	4	0.7	5.8*	2.9	10	0	-4	1	-5	0.5
46	COc1ccc(S(=O)(=O)NC(N)=NCCc2ccc(OC)c(OC)c2)cc1	5	10*	.	-0.6	0.0	-3.7	3	0	8	9	0.5
47	Cc1[nH]c(C)c(S(=O)(=O)N2CCc3ccccc32)c1C(=O)N1CCCCC1	-7	-2	0.7	1.1	-0.3	-0.2	4	0	-7	3	-0.6
48	COc1cccc(C(=O)NCc2n[nH]c(=S)n2-c2cccc(C)c2)c1	2	1	0.6	-0.5	0.2	-0.6	-4	2	-4	6	-1.8
49	CCOC(=O)C1CN(S(=O)(=O)c2ccc(OC)cc2)c2cc(CC(=O)OC)ccc2O1 (stereo not drawn)	-1	-3	-1.3	-2.6	-0.1	-2.1	2	-3	-2	-3	-0.6
50	O=C(CN1C(=O)C(=O)N(Cc2ccccc2)C1=O)Nc1ccc(F)c(Cl)c1	-11	-2	0.2	0.3	0.0	-2.6	4	0	-4	-1	-0.5

(further entries)
no.	Structure	PLCb3 inh	SMARCA2 activ	DAX1 inh-1	hcDAF12 agonist	DAX1 inh-2	hgDAF-12 ag	MBD2 DNA inh	ADAM17 inh	NR1D1 modulator	PLCg1 inh	ssDAF12 agonist
51	CCN(CC(=O)Nc1ccc(NC(C)=O)cc1)CC(=O)Nc1ccc(F)c(Cl)c1	-5	-4	-0.8	-2.7	-0.2	-1.4	8	-5	0	1	-0.7
52	S=C(Nc1ccc(Cl)cc1)c1nc2ccccc2[nH]1	8	5	1.6	7.3*	3.5	18*	4	3	-2	6	-0.2
53	O=C(NCc1ccccc1)/C(=C/c1ccco1)NC(=O)c1ccco1	-6	1	-0.8	-0.9	0.6	-0.3	-2	0	0	2	-1.3
54	O=C1CC(c2ccc(Cl)cc2)n2nc(N3C(=O)c4ccccc4C3=O)nc2N1 (stereo not drawn)	3	2	0.3	-0.3	-0.3	-0.8	2	0	-1	3	-0.9
55	O=C(c1cc(Br)c[nH]1)N1CCCCC1	-2	-2	-0.3	-1.5	0.2	1.1	8	0	-6	-4	-0.8
56	COC(=O)[C@]1(C)N[C@H](c2ccc(-c3ccc(OC)cc3)cc2)[C@@H]2C(=O)N(C)C(=O)[C@@H]21	-14	-1	1.7	-1.3	0.1	-1.2	-2	-6	2	-8	-1.5
